GPR55 LPI antagonism: GPR55 antagonists blocking LPI-driven arrestin recruitment, primary screen, imaging, U2OS, beta-arrestin-GFP, LPI agonist (AID 2013); inhibition, % at 10 µM, or IC50 in µM where a hit was titrated; 290,000 tested, 0.13% active; U2OS GPR55 beta-arrestin-GFP translocation imaging, LPI antagonism; higher % means a stronger effect;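 active = spots per cell inhibited over 60%, with over 100 cells counted and total cytoplasm intensity under 500,000; inconclusive = wells with under 100 cells, flagged as likely toxic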;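 also: U2OS cells stably carrying GPR55 and arrestin-GFP stimulated by 5 µM LPI near EC80; imaged beta-arrestin-GFP aggregate spots per cell after agonist stimulation; plate controls were LPI-stimulated DMSO wells for no effect and DMSO wells without LPI for full effect; some results filed as inactive read as strong as hits; confirmed hits need IC50 under 10 µM and bright autofluorescent wells are also inconclusive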
KOR beta-arrestin-1: kappa opioid receptor activators – cell-based, luminescence, uHTS, primary screen (AID 1777); KOR beta-arrestin recruitment, luminescence; higher % means a stronger effect; activation, % at 10 µM, or EC50 in µM where a hit was titrated; 280,000 tested, 0.02% active; in the data active = activation above about 50%, passing the limit was not always enough; also: a part of the inactive calls stands beside numbers as strong as those of hits
GPR35 arrestin U2OS: GPR35 antagonists blocking zaprinast-driven arrestin recruitment, primary screen, imaging, U2OS, beta-arrestin-GFP, zaprinast agonist (AID 2058). U2OS GPR35 beta-arrestin-GFP translocation imaging, zaprinast antagonism; higher % means a stronger effect. one-dose inhibition, % at 10 µM; IC50 in µM for titrated hits. 290,000 tested, 0.052% active;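 active = inhibition of at least 50% with at least 30 cells and total cytoplasm GFP at most 10,000,000; inconclusive = under 30 cells or total GFP of 10,000,000 plus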
NTR1 ag: agonists of NTR1, primary screen, imaging, U2OS cells, beta-arrestin-GFP, high content (AID 493036). P30989. NTR1-U2OS beta-arrestin-GFP spot imaging, agonist mode. activation, % at 20 µM. 330,000 tested, 0.17% active;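 active = activation at or above 40% of the spot to cytoplasm intensity ratio, with at least 20 cells analyzed; inconclusive = wells under 20 cells, flagged as cytotoxic or low count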;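 also: 0% = DMSO without peptide and 100% = 100 nM NTR1 peptide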
Target sequence (P30989 whole entry, looked up): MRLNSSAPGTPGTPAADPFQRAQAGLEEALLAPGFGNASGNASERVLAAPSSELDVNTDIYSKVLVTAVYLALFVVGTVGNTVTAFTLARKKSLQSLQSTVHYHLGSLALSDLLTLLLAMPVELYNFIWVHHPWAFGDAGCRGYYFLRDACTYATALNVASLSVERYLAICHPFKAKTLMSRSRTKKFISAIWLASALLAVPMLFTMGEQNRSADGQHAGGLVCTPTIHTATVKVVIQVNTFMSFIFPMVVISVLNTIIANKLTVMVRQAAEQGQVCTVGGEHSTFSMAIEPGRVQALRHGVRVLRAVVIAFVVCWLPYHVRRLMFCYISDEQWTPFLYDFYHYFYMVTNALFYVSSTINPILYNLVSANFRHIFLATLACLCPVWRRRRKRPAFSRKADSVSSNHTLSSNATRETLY
KOR beta-arrestin-2: KOR antagonists, beta-arrestin recruitment, cell-based, luminescence, uHTS (AID 1778) | 290,000 tested, 0.091% active | KOR beta-arrestin recruitment, luminescence, antagonist mode; higher % means a stronger effect | inhibition, % at 10 µM, or IC50 in µM where a hit was titrated; in the data active = inhibition above about 50%; also: strong numbers were not always called active
GPR55 beta-arrestin: selective activators of receptor GPR55 – imaging, U2OS cells, beta-arrestin-GFP redistribution, primary screen (AID 1961); U2OS GPR55 beta-arrestin-GFP redistribution imaging; higher % means a stronger effect; activation, % at 10 µM, or EC50 in µM where a hit was titrated; 290,000 tested, 0.048% active;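 active = activation above 40% with more than 50 cells counted in the well; inconclusive = wells holding fewer than 50 cells, flagged as toxic or sparse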;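 also: U2OS osteosarcoma cells stably expressing GPR55 and beta-arrestin-GFP; plate controls were DMSO negative control for no effect and LPI positive control for full effect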
West Nile antiviral: inhibition of WNV-induced cytopathic effect – cell-based, CPE readout (AID 1621) | 290,000 tested, 0.02% active | West Nile virus-infected cells, CPE inhibition; higher % means a stronger effect | one-dose CPE inhibition, % at 10 µM; IC50 in µM for titrated hits; in the data active = a potency from the dose series; inconclusive = CPE inhibition mostly from about 3.7% at the one dose, without a potency; inactive = the rest, 99 in 100 with CPE inhibition below about 2.2%; also: strong numbers were not always called active
Salmonella PhoP GFP: PhoP-dependent GFP reporter repression – Salmonella Typhimurium, primary screen (AID 1863); S. Typhimurium PhoP-regulated promoter GFP reporter, 4 h; higher % means a stronger effect; inhibition, % at 50 µM, or IC50 in µM where a hit was titrated; 300,000 tested, 0.16% active;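 active = inhibition over 29.93%, a cutoff 3 SD above the screen mean, later confirmed by dose response; inconclusive = inhibition over 29.93% but no dose response follow-up; inactive = inhibition at most 29.93% or unconfirmed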;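 also: 0% = low Mg2+ inducing control and 100% = high Mg2+ repressing control; strong numbers were not always called active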
T cell modulator: T cell immune modulators affecting CD8 T cell-vesicle binding. 2C CD8+ T cell-vesicle binding, flow cytometry; active compounds read low. calls only at 7 µM. 330,000 tested, 0.068% active;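 active = response, share of CD8 T cells binding vesicles, and their 90th percentile fluorescence all below set limits, cut at about 80% in these data, passing the limit was not always enough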
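Assay system – 2C mouse CD8+ T cells · Also added – QL9-loaded Drosophila micro-vesicles · Timing – Cell–vesicle co-incubation 1.5 h at 37 °C, staining 20 min on ice · Signal – flow cytometry of vesicle-bound cells · Measure – percent CD8+ FL2 mean versus row control · Controls – Peptide-free naked vesicles (low) and QL9 vesicles with 0.7% DMSO vehicle (high)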
T cell modulator vesicle-bound %: recorded beside T cell modulator, whose call it bears; double positive events, %; measured here: CD8+ vesicle-bound cell fraction;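 binding gate set so that unloaded-vesicle control wells show 10% double positive cells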
NTR1 ag cell count 20 µM: also measured in NTR1 ag; calls as there; cell count; measured here: cell count, cytotoxicity flag
* hit, by the source's call; i = inactive; ? = inconclusive; . = no result given; [ ] = another dose, or the depositor's remark.

SMILES | GPR55 LPI antagonism | KOR beta-arrestin-1 | GPR35 arrestin U2OS | NTR1 ag | NTR1 ag cell count 20 µM | KOR beta-arrestin-2 | GPR55 beta-arrestin | West Nile antiviral | Salmonella PhoP GFP | T cell modulator | T cell modulator vesicle-bound %
Cc1cc(C(=O)N/N=C/c2c[nH]c3ccccc23)c(C)o1 | 1% | 2.8% | 3% | 1.6 | 63 | -11% | 0.2% | -0.9% | 1% | i | 7
Cc1cccc2c1cnn2C(=O)CCC(=O)N1CCC(C)CC1 | 11% | 2.2% | -6% | 4.8 | 74 | -15%[20 µM] | -0.2% | 0.6% | . | i | 26
CCOC(=O)/C(C#N)=C1/C=CN(Cc2ccccc2)C=N1 | 15% | -0.7% | -8% | 0.3 | 58 | 7% | 0.2% | -0.6% | 9% | i | 37
C/C=C/C(=O)OCC(=O)Nc1ccc(OC)c(Cl)c1 | 2% | 0.0% | 1% | -1.7 | 58 | -10% | 0.5% | 0.0% | -8% | i | 0
O=C(COc1ccc2ccccc2c1)Nc1ccc(Br)cc1C(=O)O | 19% | 5.8% | -19% | . | . | -21% | 0.3% | 1.4% | -8% | i | 10
Cc1ccc(-n2nc3ccc(N)cc3n2)cc1Cl | 4% | 1.1% | -19% | 0.8 | 104 | -35% | 0.0% | 1.7% | 0% | i | 65
Cc1ccc(CS(=O)(=O)CCC(=O)NCc2ccccc2Cl)cc1 | -1% | -4.4% | 17% | 0.5 | 89 | -28% | -0.1% | -0.6% | 7% | i | 5
O=C(CCC(=O)OCC(=O)c1ccccc1)Nc1cccc(Cl)c1 | 7% | 1.5% | 0% | 0.2 | 65 | -40% | 0.5% | 0.4% | 7% | i | 55
COC(=O)c1ccc(C)c(NC(=O)CCc2ccc(OC)cc2)c1 | 8% | -2.4% | 4% | -0.8 | 49 | 24% | ? | -0.8% | -2% | i | 6
CCC1(CC)NC(=O)N(CC(=O)Nc2sc3c(c2C(N)=O)CCC3)C1=O | 1% | 0.1% | 0% | -0.3 | 82 | 5% | 0.2% | 0.1% | 8% | i | 36
Cc1ccc(SCn2nnc3ccccc3c2=O)c(C)c1 | 6% | 0.0% | -15% | 0.7 | 71 | 1% | 0.6% | -1.1% | 1% | i | 35
COc1cc(N2CCCC2)ccc1C=O | 11% | . | 2% | -0.3 | 71 | -29%[20 µM] | 0.2% | -0.6% | . | i | 6
O=C(NCC1CCCO1)C1CCN(S(=O)(=O)c2ccccc2)CC1 (centres undefined) | -6% | . | 6% | -0.2 | 63 | 11% | 0.1% | 0.1% | 5% | i | 19
CCC(=O)c1ccc(N2CCN(C(=O)c3ccc(F)cc3)CC2)c(F)c1 | -3% | -1.8% | 7% | 0.6 | 63 | -14%[20 µM] | -0.1% | -1.7% | 15% | i | 4
CCCn1c(N)nc2ccccc21 | 14% | -1.6% | -1% | -1.7 | 83 | -27% | -0.1% | 0.1% | 34% | i | 61
CCn1cc(C(=O)N2CCN(c3ccccn3)CC2)c(=O)c2cc(S(=O)(=O)N(C)C3CCCCC3)ccc21 | 6% | -1.0% | -10% | 0.1 | 27 | 14% | -0.4% | . | -1% | i | 24
O=C(COC(=O)CSc1nnc(-c2ccc(Cl)cc2)o1)NCc1ccc2c(c1)OCO2 | 0% | -1.6% | -5% | 0.6 | 56 | 6% | 0.2% | 0.1% | -10% | i | 52
Cc1n[nH]c(=O)nc1Nc1ccc(O)cc1 | 16% | -0.3% | -3% | -0.6 | 38 | -6% | -0.1% | 0.1% | 0% | i | 46
CCOC(=O)C(NCc1ccc(OC)cc1)(NC(C)=O)C(F)(F)F (centres undefined) | 4% | -0.5% | -14% | -1.8 | 49 | -7% | 1.1% | -0.1% | -3% | i | 41
O=S(=O)(Nc1ccc(-n2cccc2)cc1)c1ccc(Cl)c(Cl)c1 | -3% | -1.3% | 7% | 13 | 47 | 20% | 0.5% | 0.1% | 5% | i | 52
Cc1cccn2cc(COc3ccc(-c4ccccc4)cc3)nc12 | -4% | -1.9% | 4% | . | . | -13% | -0.4% | -0.5% | 16% | . | .
CCCc1cc(=O)n2[nH]c(C)cc2n1 | 10% | -3.3% | -1% | -1.3 | 91 | 11% | -0.2% | 0.5% | 10% | i | 27
O=C(COC(=O)[C@H](Cc1ccccc1)NC(=O)c1cccs1)Nc1ccccc1C(F)(F)F | -8% | 4.0% | 4% | -1.3 | 38 | 10% | -0.1% | 1.6% | 5% | i | 40
Nc1ccc(N2CCOCC2)c2nonc12 | -7% | 0.5% | 7% | 0.8 | 56 | -33% | -0.2% | 0.2% | 1% | i | 21
COc1ccc(CC(=O)NCC2CCCN(Cc3ccccc3Cl)C2)cc1 (centres undefined) | 5% | 2.6% | -1% | -0.1 | 54 | -27%[20 µM] | 1.3% | -1.2% | 13% | i | 57
COc1ccc(CCNC(=O)C2CCN(S(=O)(=O)c3ccc(C)cc3)CC2)cc1 | 22% | -5.8% | 16% | 0.2 | 65 | -20%[20 µM] | -0.1% | -0.5% | 7% | i | 10
COc1ccc(Nc2nnc(SCC3CCCO3)s2)cc1 (centres undefined) | 3% | -2.3% | -9% | -1.0 | 42 | -28% | 1.0% | -0.7% | 4% | i | 36
O=C(O)C1C2CCC(O2)C1C(=O)NCc1ccncc1 (centres undefined) | -19% | 5.5% | 10% | -2.1 | 27 | -43% | -0.3% | 0.1% | -8% | i | 18
Cc1ccccc1NS(=O)(=O)c1ccc2c(c1)NC(=O)CO2 | 7% | 0.8% | -6% | 1.1 | 36 | 11% | -0.7% | -1.0% | 4% | i | 44
Cn1c(=O)c2nnn(/N=C(\c3ccccc3)C3CC3)c2n(C)c1=O | -2% | 25% | -2% | 1.1 | 47 | -59% | 0.3% | -0.1% | 4% | i | 35

Already shown: an excerpt of the list.
SMILES | GPR55 LPI antagonism | KOR beta-arrestin-1 | GPR35 arrestin U2OS | NTR1 ag | NTR1 ag cell count 20 µM | KOR beta-arrestin-2 | GPR55 beta-arrestin | West Nile antiviral | Salmonella PhoP GFP | T cell modulator | T cell modulator vesicle-bound %
COc1ccc(CCNC(=O)C2CCN(S(=O)(=O)c3ccc(C)cc3)CC2)cc1 | 22% | -5.8% | 16% | 0.2 | 65 | -20%[20 µM] | -0.1% | -0.5% | 7% | i | 10
COc1ccc(Nc2nnc(SCC3CCCO3)s2)cc1 (centres undefined) | 3% | -2.3% | -9% | -1.0 | 42 | -28% | 1.0% | -0.7% | 4% | i | 36
O=C(O)C1C2CCC(O2)C1C(=O)NCc1ccncc1 (centres undefined) | -19% | 5.5% | 10% | -2.1 | 27 | -43% | -0.3% | 0.1% | -8% | i | 18
Cc1ccccc1NS(=O)(=O)c1ccc2c(c1)NC(=O)CO2 | 7% | 0.8% | -6% | 1.1 | 36 | 11% | -0.7% | -1.0% | 4% | i | 44
Cn1c(=O)c2nnn(/N=C(\c3ccccc3)C3CC3)c2n(C)c1=O | -2% | 25% | -2% | 1.1 | 47 | -59% | 0.3% | -0.1% | 4% | i | 35

Additional entries follow.
SMILES | GPR55 LPI antagonism | KOR beta-arrestin-1 | GPR35 arrestin U2OS | NTR1 ag | NTR1 ag cell count 20 µM | KOR beta-arrestin-2 | GPR55 beta-arrestin | West Nile antiviral | Salmonella PhoP GFP | T cell modulator | T cell modulator vesicle-bound %
CC(C)c1ccc(NC2CCCN(C(=O)c3cnn(C(C)C)c3)C2)cc1 (centres undefined) | 9% | 0.9% | -3% | 1.7 | 57 | -1% | -0.2% | -1.1% | -2% | i | 41
Cc1nnc(SCC(=O)Nc2ccc(N(C)C)cc2)n(N)c1=O | 12% | -6.2% | -7% | 0.6 | 59 | 1% | 1.7% | 0.5% | 4% | i | 39
COc1ccccc1C(=O)NCC(=O)Nc1ccccc1 | 3% | 1.3% | -5% | 4.5 | 36 | -13% | 0.2% | 0.2% | 4% | i | 34
C#CCOC(=O)Nc1cccn(Cc2c(Cl)cccc2Cl)c1=O | -6% | 2.0% | 0% | 3.9 | 84 | -19% | 0.2% | -0.3% | 7% | i | 24
Nc1cc(C(=O)N/N=C/c2cccc([N+](=O)[O-])c2)n[nH]c1=O | 1% | -2.4% | -2% | 0.7 | 67 | 18% | -0.1% | 0.0% | 5% | i | 55
Cc1ccc2oc3nc(C)c(C(=O)O)cc3c(=O)c2c1 | 6% | -2.8% | 33% | -1.2 | 66 | 12% | 0.2% | 0.0% | 3% | i | 37
CCOc1ccc(CN(CC)C(=O)Cc2c[nH]c3ccccc23)cc1OC | 5% | -2.4% | 15% | 0.7 | 65 | -15% | 0.7% | -1.2% | 3% | i | 29
COCCN1Cc2cc3cc(C)ccc3nc2SC1=Nc1cccc(OC)c1 | -7% | -0.8% | -21% | 2.3 | 40 | -34% | 0.3% | 0.3% | -2% | i | 2
CCCCCc1ccc(S(=O)(=O)NCCc2ccncc2)cc1 | -6% | 0.9% | -13% | 4.5 | 81 | -28% | 0.0% | 2.1% | -3% | i | 39
Cc1ccc2nc3nc(NCC4CCCO4)c(C(=O)NC4CCCCC4)cc3c(=O)n2c1 (centres undefined) | -14% | . | -8% | 0.7 | 46 | -9%[20 µM] | -0.1% | -0.4% | 3% | i | 20
O=C1CC(c2ccc(S(=O)(=O)N3CCN(c4ccccc4)CC3)cc2)CN1 (centres undefined) | 4% | -3.1% | -4% | 0.0 | 54 | -3% | 0.3% | -0.4% | -8% | i | 48
O=C(NC1CCCCC1)c1ccc(S(=O)(=O)c2ccccc2)cc1 | 21% | 9.1% | -3% | 0.9 | 57 | 6% | -0.2% | -0.1% | 1% | i | 40
O=C(Nc1cccc(Cl)c1)c1cc(-c2ccco2)on1 | 2% | 0.3% | 14% | 1.4 | 56 | -55% | 0.0% | -0.6% | 0% | i | 32
CCCN1CCC(NC(=O)c2cccc(Oc3ccccc3)c2)CC1 | -4% | 0.8% | 0% | -0.4 | 65 | -13% | 0.3% | -0.9% | -7% | i | 60
COc1ccc(S(=O)(=O)N2CCN(C(=O)N3CCOCC3)C2C)cc1 (centres undefined) | 11% | -2.2% | 5% | 1.0 | 40 | -18% | -0.2% | 0.1% | 6% | i | 18
